NPY-Y2 PAM-ag: human NPY-Y2 potentiation or agonism, primary screen; P49146; cells expressing NPY-Y2, potentiator/agonist read-out; activation, % at 3.6 µM; actives 0.45% (n = 220,000); AID 1359; in the data active = activation above about 27%;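 note: cells stimulated with NPY near EC25 plus isoproterenol at EC100; 0% = vehicle plus submaximal agonist and 100% = vehicle plus saturating agonist; some results beyond the cut were filed as inactive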
Target sequence (P49146 whole entry, looked up): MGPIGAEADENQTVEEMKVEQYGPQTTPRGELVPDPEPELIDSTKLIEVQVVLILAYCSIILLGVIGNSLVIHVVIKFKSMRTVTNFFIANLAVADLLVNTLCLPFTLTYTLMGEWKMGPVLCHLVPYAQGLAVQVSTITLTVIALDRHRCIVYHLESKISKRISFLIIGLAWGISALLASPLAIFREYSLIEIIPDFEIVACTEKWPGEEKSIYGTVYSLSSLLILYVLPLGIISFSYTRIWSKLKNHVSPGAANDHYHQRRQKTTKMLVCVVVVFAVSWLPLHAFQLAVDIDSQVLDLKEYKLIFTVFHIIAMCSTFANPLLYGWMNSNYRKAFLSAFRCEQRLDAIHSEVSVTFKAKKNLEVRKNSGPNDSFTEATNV
NPY-Y1 antag: antagonists of human neuropeptide Y receptor Y1. P25929. HEK293-CNG Y1 cells, membrane potential fluorescence; NPY at EC95, then isoproterenol. inhibition, % at 3.6 µM. actives 1% (n = 200,000). AID 1040;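 active = inhibition above the campaign mean inhibition of all tested compounds plus 3 SD, cut at about 20% in these data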;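 note: 0% = DMSO wells given NPY plus isoproterenol and 100% = isoproterenol alone without NPY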
Target sequence (P25929 whole entry, looked up): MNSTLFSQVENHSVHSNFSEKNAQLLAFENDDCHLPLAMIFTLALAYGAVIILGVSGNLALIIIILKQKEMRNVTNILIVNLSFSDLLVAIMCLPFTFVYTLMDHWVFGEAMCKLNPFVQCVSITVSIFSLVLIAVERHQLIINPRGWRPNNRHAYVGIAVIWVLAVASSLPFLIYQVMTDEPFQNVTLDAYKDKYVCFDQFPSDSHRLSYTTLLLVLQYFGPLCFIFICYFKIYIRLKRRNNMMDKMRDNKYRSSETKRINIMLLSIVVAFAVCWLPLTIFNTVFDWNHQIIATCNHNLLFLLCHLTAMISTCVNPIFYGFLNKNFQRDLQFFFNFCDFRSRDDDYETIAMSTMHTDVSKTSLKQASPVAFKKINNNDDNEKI
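System: HEK293 cells with Y1 receptor plus CNG channel / Probe or stimulus: NPY 25 nM then isoproterenol 1 µM plus Ro 20-1724 25 µM / Compound: one concentration, 3.6 µM, in 0.4% DMSO / Schedule: compound incubation 1 h at room temperature, readout 45 min post-stimulation / Measured by: membrane potential fluorescence / Read-out: % inhibition of NPY effect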
CHOP inhibitor: blocks CHOP induction under ER stress; actives 3.8% (n = 220,000); CHO-K1 CHOP-promoter luciferase, tunicamycin-induced, 15-18 h; inhibition, % at 10 µM;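 active = compounds that reduced the stress-induced luciferase reporter signal by more than about 70% of percent inhibition, limit read from the data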;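 note: 0% = tunicamycin plus vehicle and 100% = wells without tunicamycin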
S1P4 ag: agonists of human S1P4 receptor; O95977; AID 1509; actives 0.35% (n = 220,000); activation, % at 4.98 µM; S1P4-expressing cell line, agonist reporter assay; in the data active = activation above about 11%;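 note: 0% = DMSO vehicle and 100% = reference agonist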
BaF3 parental: counter-screen for JAK2V617F inhibitors: parental Ba/F3 viability inhibitors | inhibition, % at 5.6 µM | actives 1.1% (n = 220,000) | CellTiter-Glo ATP luminescence;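 active = inhibition above a per-campaign cutoff, the mean inhibition of all tested compounds plus 3 SD, cut at about 27% in these data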;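 note: 0% = DMSO wells and 100% = JAK Inhibitor I control wells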
Ba/F3 V617F tox: lowers viability of Ba/F3 cells expressing EpoR and JAK2V617F. ATP luminescence. inhibition, % at 5.6 µM. actives 1.1% (n = 220,000);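 active = inhibition above the campaign mean plus 3 SD over all tested compounds, cut at about 24% in these data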;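 note: cytokine-independent growth of Ba/F3 cells driven by EpoR plus mutant JAK2; 0% = DMSO-treated cells and 100% = JAK inhibitor I control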
p47phox inh: blocks human p47phox regulatory protein of NADPH oxidases. p47phox/p22phox peptide binding, fluorescence polarization, 2 h. inhibition, % at 24.7 µM. actives 0.53% (n = 220,000);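 active = inhibition above about 30%, limit read from the data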;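 note: 0% = p47phox with labelled peptide and 100% = labelled peptide alone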
NPY1 pot ag: human NPY-Y1 potentiation or agonism, primary screen. P25929. NPY-Y1 expressing cells, potentiator/agonist activation. activation, % at 3.6 µM. actives 0.37% (n = 220,000); in the data active = activation above about 33%, passing the limit was not always enough;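 note: cells stimulated with NPY at EC10 then isoproterenol at EC100; 0% = low agonist plus stimulus and 100% = saturating agonist plus stimulus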
S1P4 antag: blocks the human S1P4 receptor. O95977. S1P4-expressing cells, antagonist mode, reporter read-out. inhibition, % at 4.98 µM. actives 0.26% (n = 220,000). AID 1510; in the data active = inhibition above about 29%;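 note: 0% = wells stimulated with agonist and 100% = vehicle wells without agonist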
* = called active by the depositor; x = no result given.

SMILES | NPY-Y2 PAM-ag | NPY-Y1 antag | CHOP inhibitor | S1P4 ag | BaF3 parental | Ba/F3 V617F tox | p47phox inh | NPY1 pot ag | S1P4 antag
Nc1ccc(C(=O)Nc2ccc3nc(-c4cccnc4)[nH]c3c2)cc1 | -12.6 | -2.5 | -7.8 | 0.8 | 1.5 | 1.3 | -6.6 | 7.0 | 0.5
COc1ccc(/C=C/c2nc(-c3ccccc3O)n[nH]2)cc1OC | 16.9 | -2.2 | -20.9 | -1.7 | 6.8 | 0.3 | -30.1 | -8.2 | 2.8
COc1ccccc1C1C(C(=O)c2cc3ccccc3o2)=C(O)C(=O)N1CCN(C)C (stereo not given) | -12.3 | 1.3 | 20.1 | -1.1 | 2.5 | 1.0 | -11.5 | 3.2 | -21.8
CC(C)Oc1cccc(C(=O)O)c1 | 7.5 | 1.6 | -15.0 | 0.3 | 0.5 | -6.1 | -4.3 | 7.2 | -5.2
O=C(/C=C/c1ccccc1)NCCSCc1ccccc1 | -9.8 | 10.3 | -40.8 | 0.9 | 0.0 | -1.8 | -8.4 | -31.5 | -5.7
COc1cc(OC)nc(NC(=O)COC(=O)C2CCCCC2)n1 | 6.3 | 1.4 | 56.8 | 0.2 | 10.2 | 2.0 | -8.9 | -8.8 | -20.1
COc1ccc(C(c2nnnn2CC2CCCO2)N2CCN(c3cccc(C)c3C)CC2)cc1 (stereo not given) | -7.2 | 6.8 | 1.8 | 0.5 | 0.6 | -2.5 | -4.6 | -8.7 | -0.6
COc1cc(OC)c(NC(=S)Nc2cccc(C(C)=O)c2)cc1Cl | 12.2 | 4.9 | -9.0 | -1.7 | 2.3 | 0.5 | -18.2 | -1.1 | 1.7
Cc1cc(C(=O)Nc2ccccc2C(F)(F)F)no1 | -18.4 | 3.1 | 2.7 | -0.4 | 3.1 | 3.0 | -7.2 | 0.8 | -5.0
COc1ccc2[nH]c3c(N4CCC(O)(c5cccc(C(F)(F)F)c5)CC4)ncnc3c2c1 | 3.1 | -1.4 | 35.5 | 0.4 | 13.8 | 6.3 | -35.0 | 2.0 | -19.3

Some of the entries so far, with tabs:
SMILES	NPY-Y2 PAM-ag	NPY-Y1 antag	CHOP inhibitor	S1P4 ag	BaF3 parental	Ba/F3 V617F tox	p47phox inh	NPY1 pot ag	S1P4 antag
O=C(/C=C/c1ccccc1)NCCSCc1ccccc1	-9.8	10.3	-40.8	0.9	0.0	-1.8	-8.4	-31.5	-5.7
COc1cc(OC)nc(NC(=O)COC(=O)C2CCCCC2)n1	6.3	1.4	56.8	0.2	10.2	2.0	-8.9	-8.8	-20.1
COc1ccc(C(c2nnnn2CC2CCCO2)N2CCN(c3cccc(C)c3C)CC2)cc1 (stereo not given)	-7.2	6.8	1.8	0.5	0.6	-2.5	-4.6	-8.7	-0.6
COc1cc(OC)c(NC(=S)Nc2cccc(C(C)=O)c2)cc1Cl	12.2	4.9	-9.0	-1.7	2.3	0.5	-18.2	-1.1	1.7

Other records follow.
SMILES | NPY-Y2 PAM-ag | NPY-Y1 antag | CHOP inhibitor | S1P4 ag | BaF3 parental | Ba/F3 V617F tox | p47phox inh | NPY1 pot ag | S1P4 antag
CCOc1ccc2[nH]c(C)c(CN3CCOCC3)c(=O)c2c1 | -2.0 | -1.9 | 17.6 | 1.4 | -2.1 | 0.1 | -3.5 | -12.5 | 3.9
Cc1ccc(/C=N/NC(=S)N2CCOCC2)cc1 | -6.7 | 0.8 | -44.2 | 0.1 | 0.3 | 1.5 | -3.1 | -23.0 | -12.0
Cc1ccc(-c2csc3nc(C)n(-n4c(C)ccc4C)c(=O)c23)o1 | -15.3 | 8.5 | 64.5 | -0.2 | -2.9 | -0.7 | -14.0 | -1.3 | 2.7
COc1ccc(CCn2c(N)c(C(=O)NCc3ccco3)c3nc4ccccc4nc32)cc1 | 3.9 | -0.7 | 14.6 | 3.7 | 38.2* | 36.6* | -46.4 | 13.9 | 11.7
Cc1noc(/C=C/N(C)C)c1S(=O)(=O)N1CCCC(C(=O)N2CCCCC2)C1 (stereo not given) | -19.8 | 9.4 | 38.1 | -1.0 | 5.8 | -0.7 | -7.0 | -0.8 | 4.6
O=C(O)C1C2C=CC(C2)C1C(=O)OC1CC2CCC1C2 (stereo not given) | -7.6 | 5.3 | -20.6 | -0.6 | 2.7 | 2.1 | 18.6 | 10.9 | 2.7
O=C(Cc1cccc2ccccc12)Nc1ccc2c(c1)C(=O)NC2=O | 7.5 | 4.8 | 24.2 | 0.0 | 8.1 | 3.1 | -14.4 | -8.2 | -4.7
S=c1nc[nH]c2c1ncn2C1CCCO1 (stereo not given) | -0.3 | x | -0.1 | 0.1 | 44.5* | 63.1* | -5.1 | -0.4 | 8.1
Cn1c(=O)c2ncn(CC(=O)NCCOCc3ccccc3Cl)c2n(C)c1=O | 6.3 | -2.4 | 13.6 | -0.2 | 4.9 | 0.4 | -5.6 | 4.1 | -4.3
COc1ccc(CN(C)C2CCCCC2)c(C)c1C | -9.8 | 15.1 | 21.7 | -0.5 | 5.5 | 0.4 | -7.0 | -24.5 | -5.8
COC(=O)c1ccc(CO/N=C2\CCCc3nonc32)cc1 | -18.1 | 1.2 | 9.2 | 2.4 | 5.4 | 2.4 | 1.8 | 6.7 | 0.1
CCC(C(=O)NCCCc1ccccc1)c1ccccc1 (stereo not given) | 8.3 | 2.4 | 26.2 | -0.2 | 2.6 | -3.6 | -16.4 | -7.7 | -4.5
COCc1[nH]nc2c1C1(CCSCC1)C(C#N)=C(N)O2 | 20.4 | 6.5 | 38.3 | 2.0 | 4.7 | -0.7 | -7.2 | 22.4 | -1.5
O=C(Nc1nnc(C2CCCCC2)s1)c1ccco1 | -3.5 | 0.9 | -60.5 | 1.4 | 1.9 | -2.0 | 8.0 | 1.2 | -9.1
O=c1oc2ccccc2c(NCc2ccccc2F)c1[N+](=O)[O-] | -1.0 | -2.9 | -3.2 | 1.9 | 5.0 | -1.2 | -1.7 | -21.3 | -6.4
CC(C)(C)n1nnnc1CN1CCC(NC(=O)NC2CCCCC2)CC1 | -11.0 | -8.9 | -4.0 | 1.8 | 2.8 | 3.2 | -5.2 | -20.5 | -24.5
O=C(COc1ccc(F)cc1)NN1C(=O)CSC1=S | -3.2 | -0.1 | 14.9 | 1.4 | 10.3 | 2.8 | -25.4 | 11.1 | -8.6
CC(C)(C)c1ccc(C(=O)N2CCC(=O)N(C(CO)Cc3ccccc3)CC2)cc1 (stereo not given) | 7.3 | 1.4 | -1.0 | 1.2 | 6.2 | 1.1 | -1.0 | -3.7 | -18.2
CCc1ccc(OCC(=O)O/N=C(\N)Cc2ccc([N+](=O)[O-])cc2)cc1 | -1.3 | 8.6 | 48.8 | -0.2 | 5.4 | -3.9 | -8.9 | -44.4 | -11.8
Cc1ccc(C(=O)OCC(=O)Nc2sc3c(c2C#N)CCCC3)cc1NC(=O)c1ccco1 | 0.7 | -2.1 | -1.6 | 1.6 | 12.8 | 3.3 | -96.6 | -37.0 | -6.3
Cc1ccc(Nc2nc(-c3ccc(S(=O)(=O)N4CCCC4)cc3)cs2)cc1C | -8.2 | -2.6 | 44.2 | -1.2 | -0.3 | -0.6 | -25.2 | -6.6 | 8.6
C=CCNC(=O)CN(c1ccccc1OCC)S(=O)(=O)c1ccc(C)cc1 | -2.4 | -1.1 | 7.9 | -2.0 | 6.3 | 1.1 | -10.0 | 27.3 | -2.8
Cc1ccc(Sc2ncccc2NC(=O)c2ccccc2Cl)cc1 | -2.6 | x | -6.2 | 1.6 | 0.9 | -2.0 | 6.6 | -7.6 | -8.2
COc1ccc(NC(=S)NCCN2CCC(C)CC2)cc1Cl | 0.0 | 3.1 | -15.6 | 0.4 | 5.5 | 2.7 | -0.5 | 4.2 | -8.1
CCCCC(C(=O)NCCC(C)C)N(CCCN1CCOCC1)C(=O)c1snc(C(N)=O)c1N (stereo not given) | 7.9 | 7.4 | -5.5 | -1.1 | 0.6 | 1.8 | -14.8 | 8.6 | 3.2
COC(=O)c1[nH]c2ccccc2c1NC(=O)CN1CCN(c2cccc(OC)c2)C(C)C1 (stereo not given) | -10.8 | -8.8 | 31.6 | 0.9 | 7.5 | 3.0 | -3.6 | -44.5 | -10.2
Cc1ccc(S(=O)(=O)C2(C(=O)N3CCN(c4cc(C)ccc4C)CC3)CC2)cc1 | -20.5 | 4.2 | 69.7 | -0.2 | 7.8 | 3.3 | -2.8 | -5.9 | -5.5
C=CCSc1nnc(-c2cc3c(s2)-c2ccccc2CC3)o1 | -28.3 | 20.6* | -0.8 | -0.2 | 4.5 | 2.4 | -4.6 | -38.0 | -10.1
CCOc1cccc(C2C(C(=O)c3ccc(C)o3)=C(O)C(=O)N2c2nccs2)c1 (stereo not given) | 18.3 | 3.3 | 9.9 | 0.5 | -1.9 | -0.8 | -23.8 | 15.4 | 0.8
CSCCC(NC(C)=O)C(=O)Oc1ccc2c3c(c(=O)oc2c1)CCCC3 (stereo not given) | -3.9 | 9.0 | 27.5 | -0.7 | 8.2 | -0.9 | 4.5 | -1.2 | -13.6
CCOC(=O)c1sc2nc(C)[nH]c(=O)c2c1C | -3.4 | x | 3.4 | -0.4 | 0.7 | -0.4 | -5.4 | -2.9 | 2.5
Cc1cc(C(=O)NN=C2CCCCCC2)c(C)o1 | -5.8 | x | 4.5 | -0.8 | -6.0 | -2.7 | -11.6 | 0.0 | -0.4
COC(=O)c1ccsc1NC(=O)CSc1nnnn1-c1ccccc1SC | -4.8 | 5.3 | 26.4 | -1.1 | 1.8 | -0.6 | -18.4 | -11.8 | -3.3
CC(Sc1ccc(Cl)cc1)C(=O)Nc1ccc(S(=O)(=O)N2CCOCC2)cc1 (stereo not given) | 0.0 | 4.0 | 23.9 | 0.5 | 2.2 | 2.8 | -7.7 | 35.9 | 2.1
COc1cc(NC(=O)c2onc(C)c2Cl)c(OC)cc1Cl | 0.9 | 2.2 | 4.6 | 1.0 | 4.5 | -0.9 | -9.0 | -5.0 | -8.7
CCOc1ccc(OCC)c(NC(=O)CN(C)S(=O)(=O)c2cccc3nsnc23)c1 | 8.5 | 1.7 | 27.7 | -1.0 | 4.1 | -6.6 | -3.0 | -6.8 | 5.3
Cc1ccc(C)c(N(C(=O)Cn2nnc3ccccc32)C(C(=O)NC(C)(C)C)c2ccsc2)c1 (stereo not given) | 11.5 | 1.7 | 70.6* | -0.3 | -1.5 | -2.4 | -8.9 | 7.0 | -10.2
O=C(Nc1nc2c(Cl)ccc(Cl)c2s1)c1ccco1 | -18.0 | -1.2 | -26.1 | -1.9 | 6.4 | 2.6 | -33.1 | -8.0 | -17.9
CC(C)(C)c1ccc(NC(=O)N2CCCN(c3ccc([N+](=O)[O-])cn3)CC2)cc1 | 11.1 | x | 30.7 | 0.1 | -0.7 | 1.5 | -11.2 | 34.6 | 9.9
O=C(NNC(=O)c1ccc(Cl)cc1Cl)c1ccncc1 | -3.1 | -1.8 | -11.6 | 3.0 | 0.2 | -5.4 | 6.7 | -10.8 | -21.5
COc1ccc(C(=O)CCNc2cccc(Cl)c2)cc1 | 2.8 | -4.0 | 22.6 | -1.4 | 8.9 | 1.7 | -6.4 | -19.9 | -12.8
CC(=O)Oc1ccc(-c2cccc(C(=O)O)c2)cc1 | -5.6 | 1.5 | 13.5 | 0.1 | -1.2 | -3.6 | -4.0 | 2.0 | 15.0
CCN(CC)C(=N)/C(C#N)=N/Nc1ccccc1 | -6.3 | x | 4.9 | -0.2 | 0.4 | -2.4 | -9.9 | 2.6 | 12.8
COc1cc(SC)ccc1C(=O)NCCOc1c(C)cc(C)cc1C | -13.2 | 13.6 | 91.2* | 2.0 | 1.1 | -4.6 | -12.9 | -50.0 | 2.4
